Bioassay records from PubChem BioAssay.
BCLXL inh – inhibitors of human Bcl-xL, primary screen, biochemical, fluorescence polarization, HTS; Bcl-2-like protein 1 (Homo sapiens), Q07817; GST-Bcl-xL / FITC-Bim BH3 peptide fluorescence polarization; inhibition, % at 10.9 µM; 320,000 tested, 0.7% active; AID 2129, 2009;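 active = inhibition above the mean of all tested compounds plus 3 SD, cutoff set per campaign, cut at about 30% in these data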;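 note: 0% = DMSO wells and 100% = unlabeled Bim-BH3 peptide competitor; inhibitors lower millipolarization by displacing the labeled peptide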
Target sequence (Q07817 whole entry, looked up): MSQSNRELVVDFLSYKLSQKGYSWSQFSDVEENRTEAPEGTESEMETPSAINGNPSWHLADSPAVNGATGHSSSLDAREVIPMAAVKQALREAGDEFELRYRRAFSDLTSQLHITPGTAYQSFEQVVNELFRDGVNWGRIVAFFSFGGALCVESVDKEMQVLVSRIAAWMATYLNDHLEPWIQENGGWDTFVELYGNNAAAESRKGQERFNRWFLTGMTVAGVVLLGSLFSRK
AGP1 TOR yeast – modulators of AGP1-GFP expression in yeast TOR pathway, primary screen, cell-based, multiplex flow cytometry, S. cerevisiae, MLPCN library; 3 h; GFP as percent of DMSO wells; GFP response vs DMSO, % at 10 µM; 320,000 tested, 0.02% active; AID 2066, 2009;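 active = GFP response relative to DMSO above a set limit, near screen average plus 3 SD, cut at about 150% in these data; inconclusive = fewer than 70 cells counted for the yeast strain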;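 note: median GFP channel fluorescence of the gated AGP1 strain per well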
GLD-1 RNA inh – GLD-1/TGE RNA complex disruptors, primary screen, biochemical, fluorescence polarization. Female germline-specific tumor suppressor gld-1 (Caenorhabditis elegans), Q17339. purified GLD-1 + fluorescein TGE RNA. inhibition, % at 5.96 µM. 320,000 tested, 0.44% active;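 active = percent inhibition above a per-plate cutoff, the plate mean of test compounds plus 3 SD, cut at about 30% in these data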;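 note: 0% = DMSO wells with GLD-1 and probe and 100% = wells lacking GLD-1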
CIT2 TOR yeast – modulators of CIT2-GFP expression in yeast, primary screen, S. cerevisiae, GFP fusion, multiplex flow cytometry, MLPCN library | 320,000 tested, 0.065% active | GFP response vs DMSO, % at 10 µM | S. cerevisiae CIT2-GFP strain, 3 h; 100 means same as DMSO wells | AID 2029, 2009;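 active = GFP response relative to DMSO above a set limit, near the screen mean plus 3 SD, cut at about 150% in these data; inconclusive = Fewer than 70 cells measured for a yeast strain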;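 note: ratio of well median GFP fluorescence to mean of DMSO wells on the plate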
GRK2 inh – compounds blocking aptamer binding on GRK2 – biochemical, human GRK2, bead flow cytometry, HTS, primary screen; FAM-aptamer displacement from GRK2; 330,000 tested, 0.59% active; inhibition of aptamer binding, % at 10 µM; AID 488847, 2010; Beta-adrenergic receptor kinase 1 (Homo sapiens), P25098;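 active = inhibition of aptamer binding above 40%, roughly 3 SD of noise, on plates passing a quality check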;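 note: median bead fluorescence of bound FAM aptamer so fluorescent compounds give negative values; no value below 0 was filed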
Target sequence (P25098 whole entry, looked up): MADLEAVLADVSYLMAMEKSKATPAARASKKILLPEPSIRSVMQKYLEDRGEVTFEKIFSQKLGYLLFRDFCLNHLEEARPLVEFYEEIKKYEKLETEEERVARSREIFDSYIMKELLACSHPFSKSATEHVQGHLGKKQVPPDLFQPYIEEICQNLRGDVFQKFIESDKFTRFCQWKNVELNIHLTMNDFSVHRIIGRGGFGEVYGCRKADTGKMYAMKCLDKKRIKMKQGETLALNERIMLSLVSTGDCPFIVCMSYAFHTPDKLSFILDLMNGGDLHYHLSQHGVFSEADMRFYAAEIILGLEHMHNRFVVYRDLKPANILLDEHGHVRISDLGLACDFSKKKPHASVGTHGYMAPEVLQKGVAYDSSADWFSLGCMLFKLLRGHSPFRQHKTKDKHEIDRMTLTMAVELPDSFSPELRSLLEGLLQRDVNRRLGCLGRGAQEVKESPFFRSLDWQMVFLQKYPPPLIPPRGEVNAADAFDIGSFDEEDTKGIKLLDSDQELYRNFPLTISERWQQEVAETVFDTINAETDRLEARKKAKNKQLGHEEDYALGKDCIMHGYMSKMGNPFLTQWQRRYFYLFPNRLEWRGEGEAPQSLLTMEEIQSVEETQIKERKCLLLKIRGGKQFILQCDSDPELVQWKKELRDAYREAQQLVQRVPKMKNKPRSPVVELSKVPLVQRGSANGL
VLA-4 inh – inhibition in human VLA-4 binding assay, primary screen, VLA-4 allosteric modulator project, MLPCN library, flow cytometry, VLA-4 expressing cells. ligand binding flow cytometry. AID 2557, 2010. inhibition, % (about 7 µM as worked out from the volumes in the protocol). 330,000 tested, 0.2% active. Integrin alpha-4 (Homo sapiens), P13612; in the data active = inhibition above about 50%
MCL1 BIM primary – inhibitors of MCL1 binding to BIM-BH3, primary screen, biochemical, fluorescence polarization. Induced myeloid leukemia cell differentiation protein Mcl-1 (Homo sapiens), Q07820. GST-MCL1 / FITC-Bim-BH3 fluorescence polarization. inhibition, % at 10.9 µM. 320,000 tested, 0.68% active. AID 2057, 2009;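 active = inhibition above the mean inhibition of all tested compounds plus 3 SD, set per campaign, cut at about 40% in these data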;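 note: 0% = DMSO wells and 100% = unlabeled Bim-BH3 peptide control; higher means more loss of mP so more displacement of Bim peptide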
CR mimetic SO – reduction of superoxide in aged yeast, primary screen, HTS; S. cerevisiae aged cells, superoxide DHE fluorescence; active compounds read low; superoxide response (% of plate mean), % at 10 µM; 330,000 tested, 0.18% active;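 active = superoxide response under a set limit, about three screen SD below normal, cut at about 65% in these data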;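 note: yeast aged for seven days with compound at 30 °C before DHE staining; 100% = average MFI of all compound-treated wells on the plate with controls excluded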
MEX-5 binding – MEX-5 zinc finger RNA-binding disruptors – biochemical, C. elegans, fluorescence polarization, MLPCN library, primary screen; Zinc finger protein mex-5 (Caenorhabditis elegans), Q9XUB2; MEX-5/FITC-TCR2 RNA binding; active compounds read low; activity score (negative = inhibition of binding), % at 10 µM; 300,000 tested, 0.38% active;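 active = inhibition past about -25% in most replicates, and total fluorescence under double the plate's negative control median, limit read from the data; inconclusive = replicates evenly split on the limit, or fluorescence at least double controls; inactive = too little inhibition in most replicates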;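 note: 0% = DMSO and -100% = 5 µM competing unlabeled TCR2 RNA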
The depositor's hits bear a star; ? = inconclusive; nt = no result given; [ ] = remark or other dose. A portion of the library (hit frequency here may not be typical).

#	Compound	BCLXL inh	AGP1 TOR yeast	GLD-1 RNA inh	CIT2 TOR yeast	GRK2 inh	VLA-4 inh	MCL1 BIM primary	CR mimetic SO	MEX-5 binding
1	COc1ccc(CCC(C)NCCc2ccccc2)cc1 (stereo not given)	1	98	-2	105	0	-5	1	83	1.9
2	CC(C)N1C(=O)NC(=O)C2(Cc3cc([N+](=O)[O-])ccc3N(C)C2c2ccccc2)C1=O (stereo not given)	-1	91	-1	94	3	0	2	92	1.0
3	CC/C(=N\Nc1ccccc1)c1c(O)n(-c2ccc(OC)cc2)c(=O)[nH]c1=O	4	115	-1	114	5	0	1	90	nt
4	Cc1c(Oc2cc(NN3CCCCC3)c([N+](=O)[O-])cc2[N+](=O)[O-])cccc1[N+](=O)[O-]	2	101	0	98	0	-1	-4	106	0.8
5	CCC(=NCc1ccc(F)cc1)c1c(O)n(C)c(=O)n(C)c1=O	3	86	4	nt	1	-8	2	93	1.0
6	Cc1ccsc1C(=O)C1CCCN(Cc2cnn(C)c2)C1 (stereo not given)	1	98	3	101	0	3	11	82	-0.6
7	CC(C)(C)NC(=O)C1CC2CCCCC2CN1 (stereo not given)	4	106	2	103	0	3	1	114	-3.4
8	Cc1nc2ccccc2c(=O)n1-c1ccc(Br)cc1[N+](=O)[O-]	3	98	-2	93	6	-2	23	97	0.8
9	COC(=O)C1=C(c2cc3ccccc3s2)C[C@@H]2CC[C@H]1N2C(=O)NCCCOC(C)C	3	96	-8	108	1	-8	4	90	-0.9
10	O=C(/C=C/c1ccc2c(c1)OCO2)c1c(O)n(CCC2=CCCCC2)c(=O)[nH]c1=O	-13	99	-13	95	5	-14	-10	91	nt
11	CCOC(=O)[C@@H]1[C@H]2COc3ccc(Br)cc3[C@H]2N2C(=O)N(c3cccc(C)c3)C(=O)[C@]12C	nt	103	8	91	0	9	nt	114	nt
12	CCCN1CCC[C@@H]2Cc3nc(N)ncc3C[C@H]21	-3	87	-1	84	0	10	-2	116	2.5
13	O=C(Nc1ccccc1)c1c(O)[nH]c(=S)[nH]c1=O	4	87	0	86	0	-2	9	104	0.6
14	O=C(O)c1c[nH]c2ccc(S(=O)(=O)N(CCCl)CCCl)cc12	2	97	8	96	0	-19	0	120	-2.4
15	CCC(=NCCO)c1c(O)n(-c2ccccc2)c(=O)[nH]c1=O	0	104	4	109	0	15	3	97	0.4
16	COc1ccc(C(=O)Oc2cccc3cccnc23)cc1S(=O)(=O)N1CCOCC1	0	105	5	101	0	6	8	101	nt
17	CCn1c(C)c(C(=O)Nc2ccc(OC)cc2)c2cc(OC)ccc21	6	90	4	94	2	7	10	93	-3.7
18	O=C1NC(=O)C(=Cc2cc3c(cc2[N+](=O)[O-])OCO3)C(=O)N1	32*	112	13	105	0	10	19	83	-12
19	Cc1cc(OCC(=O)N[C@@H](Cc2ccccc2)C(=O)O)c2c3c(c(=O)oc2c1)CCCC3	2	104	5	106	1	4	4	93	0.0
20	CCOC(=O)c1ccccc1C(=O)OCC	63*	87	43*	90	4	-18	74*	91	0.0
21	COC(=O)C1=C(c2ccc(Cl)c(C(F)(F)F)c2)C[C@@H]2CC[C@H]1N2C(=O)NCCNC(C)=O	4	100	0	104	1	12	10	98	nt
22	O=C1CN=C(c2cccs2)c2c(sc3c2CCCC3)N1	0	110	5	111	3	0	5	103	-0.3
23	Cc1[nH]c2ccc(OC(F)(F)F)cc2c1CCNCc1cccc([N+](=O)[O-])c1	2	102	0	94	0	39	2	92	-0.3
24	COc1cccc(NP(=O)(Oc2ccc(Cl)cc2)Oc2ccc(Cl)cc2)c1	8	101	7	98	0	-5	7	109	2.9
25	Cc1ccc(-c2nc3ccccc3c(=O)n2-c2nccs2)cc1	-1	101	3	93	1	3	3	102	1.0
26	CC[C@H]1CN2CCC1C[C@H]2[C@H](O)c1ccnc2ccc(OC)cc12 (stereo not given in full)	-4	83	9	78	0	1	2	120	nt
27	Oc1ccc(C2=CCNCC2)cc1O	21	87	24	93	3	8	20	93	-14
28	O=C1/C(=C\c2ccccc2)C2OCC=C3CN4CCC56c7ccccc7N1C5C2C3CC46 (stereo not given)	1	105	-13	112	0	-1	-2	95	6.7
29	O=[N+]([O-])c1ccc(N2CCCC2)c2ncccc12	5	103	-8	99	1	11	-10	118	1.6
30	CC(Cc1ccc(O)cc1)NCC(O)c1cc(O)cc(O)c1 (stereo not given)	7	86	1	87	4	40	6	108	-1.2
31	COc1c2c(cc3c1OCO3)CC[N+](C)=C2	4	106	0	104	0	-12	-4	105	1.1
32	O=c1c2ccccc2nc(C[n+]2ccccc2)n1-c1cccc(C(F)(F)F)c1	-6	97	3	101	0	6	2	92	0.2
33	Cc1nn(Cc2ccccc2Cl)c(C)c1C(=O)OCC(=O)NC1CCS(=O)(=O)C1 (stereo not given)	-3	101	6	96	4	15	-13	94	-0.3
34	COc1ccc(-n2c(O)c(/C(C)=N/N3CCCCCC3)c(=O)[nH]c2=O)cc1	1	116	-2	115	1	-5	5	87	2.2
35	Cc1ncc(CNC(=O)N(CCCl)N=O)c(N)n1	4	90	4	91	0	1	0	114	nt
36	O=C(CNC1CCCCC1)N1CCC2(CC1)OCCO2	3	90	-3	90	0	11	-1	85	-0.3
37	O=C(O)Cc1cnc[nH]1	-2	98	4	97	0	47	5	96	-1.5
38	CCCCC(C)C(OC(=O)CC(CC(=O)O)C(=O)O)C(CC(C)CC(O)CCCCC(O)CC(O)C(C)N)OC(=O)CC(CC(=O)O)C(=O)O (stereo not given)	3	101	3	94	0	-2	9	104	nt
39	Cc1ccc(-n2c(C)cc(/C=C3/C(=O)NC(=O)N(C)C3=O)c2C)cc1	3	18[may fluoresce violet]	14	?	0	5	-3	104	1.0
40	CCCCN1C(=O)NC(=O)/C(=C/c2cnc(SC)nc2)C1=O	6	92	-4	88	0	7	18	91	3.6
41	COC(=O)C1=C(c2cccc(OCc3ccccc3)c2)C[C@@H]2CC[C@H]1N2C(=O)NCc1cccc(C(F)(F)F)c1	1	100	-2	100	3	4	5	98	nt
42	COc1cc(C)c(-c2nc(CN3C[C@@H]4C[C@@H](C3)c3cccc(=O)n3C4)c(C)o2)cc1C	1	89	-3	90	0	2	5	93	2.3
43	Cc1cc(OCC(=O)N2CCN(CC(=O)N3CCOCC3)CC2)c(C(C)C)cc1Cl	nt	104	7	99	2	7	nt	94	nt
44	O=C(COc1ccccc1)c1cn(Cc2ccccc2)c2ccccc12	4	100	-3	102	0	-17	5	88	4.3
45	O=P(C(Cl)Cl)(N1CCCCC1)N1CCCCC1	-1	90	7	88	10	2	1	100	-1.6
46	Cc1cccn2c(=O)c3c(nc12)N1CCCCCC1C1(C3)C(=O)N(C)C(=O)N(C)C1=O (stereo not given)	6	115	0	108	2	23	-1	86	-2.0
47	O=C(COc1ccccc1)N1CCN(CC(O)COc2ccccc2)CC1 (stereo not given)	3	25	0	93	1	-13	-4	85	-2.0
48	O=c1[nH]c(=O)n(-c2ccc(Cl)cc2)c(O)c1C=Nc1ccc(S(=O)(=O)Nc2nccs2)cc1	-29	106	-36	110	1	3	-41	124	9.2
49	COC(=O)C(Cc1ccc(N(CCCl)CCCl)cc1)N=Cc1ccccc1O (stereo not given)	3	97	9	103	0	26	-2	102	4.5
50	O=C1C2(Cl)C3(Cl)C4(Cl)C(Cl)(Cl)C5(Cl)C3(Cl)C1(Cl)C5(Cl)C24Cl (stereo not given)	3	109	0	100	3	15	4	73	nt
51	O=C(N/N=C/c1c(O)n(CCc2ccccc2)c(=O)[nH]c1=O)c1ccccc1O	-17	107	-25	83	0	-2	-14	98	-6.1
52	NNC(=O)CN1C(=O)CN=C(c2ccccc2)c2cc(Br)ccc21	7	105	-3	104	4	-2	11	104	-1.5
53	CCOc1cc(C2C(C#N)=C(N)Oc3c2c(=O)oc2ccccc32)ccc1OC(=O)c1cccs1 (stereo not given)	5	97	-2	94	0	2	4	102	3.5
54	O=P(N[C@@H](c1ccccc1)[C@@H]1C[C@H]1CO)(c1ccccc1)c1ccccc1	2	nt	-4	nt	nt	nt	-1	nt	0.2
55	O=C1C2CCCN2C(c2ccc(Cl)cc2)N1c1ccccn1 (stereo not given)	-3	95	9	90	1	-12	-4	97	5.5
56	CCN1CCN(S(=O)(=O)c2cnc(Cl)c(Br)c2)CC1	3	94	0	93	5	10	2	82	0.6
57	NC(N)=N/N=C/c1ccc(N(c2ccccc2)c2ccccc2)cc1	5	?	-1	?	0	7	-5	96	1.5
58	C=CCOC(=O)C1=C(C)OC(N)=C(C#N)[C@@]12C(=O)N(CC(N)=O)c1ccccc12	1	97	3	93	3	15	2	102	1.1
59	C/C(=N\N1CCCCCC1)c1c(O)n(-c2ccccc2)c(=O)[nH]c1=O	1	96	6	102	0	11	6	116	-1.2
60	O=C(C(=C1N(Cc2ccc(Cl)nc2)CCN1Cc1ccc(Cl)nc1)[N+](=O)[O-])C(Cl)Cl	4	103	-3	94	44*	3	5	102	-0.4

(listing goes on)
#	Compound	BCLXL inh	AGP1 TOR yeast	GLD-1 RNA inh	CIT2 TOR yeast	GRK2 inh	VLA-4 inh	MCL1 BIM primary	CR mimetic SO	MEX-5 binding
61	C[C@]12CCC3C(CCC4=C/C(=N/OCC(=O)NC(CCC(=O)O)C(=O)O)CC[C@@]43C)C1CCC2O (stereo not given in full)	4	97	0	90	0	3	13	58*	1.4
62	O=[N+]([O-])c1ccccc1CNCCc1c[nH]c2ccccc12	5	96	8	94	0	11	5	100	-3.3
63	CCc1nc2ccc(Br)cc2c(=O)n1-c1ccccc1C(F)(F)F	6	95	-4	82	4	3	7	102	-0.3
64	CN1CCCN(C(=O)COc2ccc(F)cc2F)CC1	2	90[may fluoresce red and violet]	1	?	4	-1	-1	99	0.0
65	COc1ccc(OC)c2c1CCC1NCCOC21 (stereo not given)	14	100	5	107	0	-21	9	95	2.7
66	Cn1c(O)c(/C=N/N2CCOCC2)c(=O)[nH]c1=S	1	102	-1	94	1	2	4	105	2.0
67	COC(=O)N1C(c2ccccc2)C1c1ccccc1 (stereo not given)	3	102	3	87	5	6	9	101	-1.2
68	CCCC/C(C)=C/[C@@H](NP(=O)(c1ccccc1)c1ccccc1)c1ccccc1	10	106	8	101	7	-7	6	115	0.8
69	COc1cc(N2CCOCC2)ccc1/C=C1\C(=O)NC(=O)N(Cc2ccc3c(c2)OCO3)C1=O	-18	110	-8	109	5	-6	-17	99	0.2
